High-throughput results deposited in PubChem BioAssay by University of Kansas High Throughput Screening Laboratory.
mHTT CaM bind: mutant huntingtin-calmodulin interaction inhibitors – biochemical, AlphaScreen, primary screen. P42858. AlphaScreen His-mHTT/GST-CaM binding, luminescence. inhibition, % at 15 µM. 190,000 tested, 3.6% active;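 also: 0% = both proteins with DMSO and 100% = one protein alone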
Pf apPOL inh: Pf-apPOL inhibitors, biochemical, fluorescence; 210,000 tested, 0.25% active; Recombinant Pf-apPOL, molecular beacon fluorescence, 1.5 h; Plasmodium falciparum apicoplast DNA polymerase (apPOL); inhibition, % at 10 µM; AID 1794808, 2022
* = called active by the depositor. Rule as the data show it: active = inhibition above about 50%; inactive = the rest. Hits appear at their usual frequency. About 3.6% of those tested had a hit in this group.

For O=C(NCCc1cccnc1)C1CN(C(=O)c2ccccc2)CC12CCCCC2 (stereo not drawn) the results were mHTT CaM bind 3 and Pf apPOL inh -2.
For O=C(O)C1CSC(c2ccc(OCc3ccc(F)cc3)cc2)N1 (stereo not drawn) the results were mHTT CaM bind -11 and Pf apPOL inh -3.
Cc1c(NC(NC(=O)CC(C)C)C(Cl)(Cl)Cl)c(=O)n(-c2ccccc2)n1C (stereo not drawn) was read as mHTT CaM bind 4 and Pf apPOL inh -4.
`Cn1nc(COCc2ccccc2)c2c1CCN(C(=O)Nc1cccc(F)c1)C2` gave mHTT CaM bind 3 and Pf apPOL inh -5.
CCCOc1ccc(CN2CCCC2c2c(C)noc2C)cc1 (stereo not drawn) was read as mHTT CaM bind -39 and Pf apPOL inh 2.
For COC(=O)c1ncoc1-c1ccccc1C(=O)N1CCCCC1 the results were mHTT CaM bind -3 and Pf apPOL inh 1.
`S=C(NCc1csc2ccccc12)Nc1ccc2c(c1)OCO2` gave Pf apPOL inh -5.
`O=C(C1CC1)N1CCc2cc(Br)cc(S(=O)(=O)NCCC3=CCCCC3)c21` gave mHTT CaM bind -4 and Pf apPOL inh -3.
For CNc1nc2c(C)cccn2c(=O)c1C=Nc1ccc(OC)cc1 the results were mHTT CaM bind 10 and Pf apPOL inh -2.
`N#Cc1cnc2ccc(F)cc2c1N1CCC(C(=O)Nc2cccc(F)c2)CC1` gave mHTT CaM bind -1 and Pf apPOL inh 3.
Screening COC(=O)[C@H](C)NS(=O)(=O)C1CC1 returned mHTT CaM bind -2 and Pf apPOL inh -2.
Screening O=C(CSc1nnc(CNC(=O)c2ccco2)o1)Nc1ccc(OC(F)(F)F)cc1 returned mHTT CaM bind 11 and Pf apPOL inh 0.
Cc1ccc(OCCSc2nc3ccccc3n2CCO)cc1 was read as mHTT CaM bind -1 and Pf apPOL inh -2.
For Cc1ccc2c(c1)C(c1ccccc1)N(C(=O)c1cccc(C(F)(F)F)c1)CC(=O)N2 (stereo not drawn) the results were mHTT CaM bind 33 and Pf apPOL inh -4.
`O=C1C=C(NNc2ccccc2)CCC1` gave Pf apPOL inh 5.

Reprinted from the part before: five compounds, followed by the next part.
Screening COC(=O)[C@H](C)NS(=O)(=O)C1CC1 returned mHTT CaM bind -2 and Pf apPOL inh -2.
Screening O=C(CSc1nnc(CNC(=O)c2ccco2)o1)Nc1ccc(OC(F)(F)F)cc1 returned mHTT CaM bind 11 and Pf apPOL inh 0.
Cc1ccc(OCCSc2nc3ccccc3n2CCO)cc1 was read as mHTT CaM bind -1 and Pf apPOL inh -2.
For Cc1ccc2c(c1)C(c1ccccc1)N(C(=O)c1cccc(C(F)(F)F)c1)CC(=O)N2 (stereo not drawn) the results were mHTT CaM bind 33 and Pf apPOL inh -4.
`O=C1C=C(NNc2ccccc2)CCC1` gave Pf apPOL inh 5.
`O=c1c2ccccc2nc(SCc2ccccc2F)n1Cc1ccco1` gave mHTT CaM bind -4 and Pf apPOL inh -4.
`CCOc1ccc(C2N(c3ccc(Cl)cc3)C(=O)C3CCCN32)cc1OC` (stereo not drawn) gave mHTT CaM bind 30 and Pf apPOL inh -6.
`Cc1n[nH]c(C)c1CCCCOc1ccc(Br)cc1` gave mHTT CaM bind 1 and Pf apPOL inh -4.
Screening Cc1nnsc1C(=O)NCCn1nc(-c2cccs2)n(C)c1=O returned mHTT CaM bind -8 and Pf apPOL inh -7.
Screening COc1ccc(Nc2ncnc3c2oc2ccccc23)cc1 returned mHTT CaM bind -6 and Pf apPOL inh 14.
Cc1ccc2c(c1)-c1c(ssc1=Nc1ccc(Cl)cc1Cl)C(C)(C)N2 was read as mHTT CaM bind 74*.
CCOC(=O)c1ccc(S(=O)(=O)N2CCN(c3cc(N4CCCC4)ncn3)CC2)cc1 was read as mHTT CaM bind -8 and Pf apPOL inh -5.
For Cc1cc(C)nc(Nc2nc(CC(=O)Nc3ccc4cn[nH]c4c3)cs2)n1 the results were mHTT CaM bind 36 and Pf apPOL inh 1.
Screening COc1ccc(S(=O)(=O)N(CC(=O)Nc2ccccc2Cl)c2ccc(C)cc2)cc1 returned mHTT CaM bind -10 and Pf apPOL inh -3.
Screening O=S1(=O)N=C(SCc2ccccc2Cl)Nc2ccc(F)cc21 returned mHTT CaM bind -7 and Pf apPOL inh 4.
Screening COc1cccc(C(C)NC(=O)c2c(C)noc2-c2ccncc2)c1 (stereo not drawn) returned mHTT CaM bind -7 and Pf apPOL inh 0.
Screening Cc1ccccc1NC(=O)Cn1c(=O)n(C2CCCCC2)c2ncccc21 returned mHTT CaM bind -1 and Pf apPOL inh -4.
For Cc1cc(OC(=O)c2ccco2)cc2c1C(=O)C(=Cc1ccncc1)O2 the results were mHTT CaM bind 5 and Pf apPOL inh -1.
For Cc1nc2cccnc2n1C1CCN(C(=O)Nc2ccccc2)C1 (stereo not drawn) the results were mHTT CaM bind 1 and Pf apPOL inh -3.
Screening CC(=O)Nc1ccc(C(=O)N2CCCn3nc(-c4ccc(C)cc4)cc3C2)cc1 returned mHTT CaM bind 12 and Pf apPOL inh -3.

Quoted at random: 2 entries already listed
Cc1ccc(OCCSc2nc3ccccc3n2CCO)cc1 was read as mHTT CaM bind -1 and Pf apPOL inh -2.
Screening O=S1(=O)N=C(SCc2ccccc2Cl)Nc2ccc(F)cc21 returned mHTT CaM bind -7 and Pf apPOL inh 4.

(cont.)
Cc1ccc(C2SCC(=O)N2c2ccc(Cl)cc2)cc1 (stereo not drawn) was read as mHTT CaM bind -1 and Pf apPOL inh 2.
For Cc1ccc(N2C(=O)CC(N3CCN(c4ccccc4)CC3)C2=O)c(C)c1 (stereo not drawn) the results were mHTT CaM bind 3 and Pf apPOL inh 1.
`O=C1Nc2ccccc2C(O)(C(=O)NCc2ccccc2Cl)N1c1c(F)cccc1F` (stereo not drawn) gave mHTT CaM bind 7 and Pf apPOL inh -3.
`COc1ccc(OC)c(NC(=O)c2cc3cc4ccc(OC)cc4nc3s2)c1` gave mHTT CaM bind 3 and Pf apPOL inh 2.
Screening COc1ccc(N2C(=O)c3c(C)nc4ccccc4c3C2=O)c(OC)c1 returned mHTT CaM bind 11 and Pf apPOL inh 2.
Screening Cc1cccc(NC(=O)NC2(C(F)(F)F)Oc3ccccc3O2)c1 returned mHTT CaM bind -1 and Pf apPOL inh -1.
Screening COc1cc(/C=C2\SC(=O)N(Cc3ccc(F)cc3)C2=O)c(Br)cc1O returned mHTT CaM bind 75* and Pf apPOL inh 0.
For O=C(c1cccnc1)N1CCCn2nc(-c3ccncc3)cc2C1 the results were mHTT CaM bind -4 and Pf apPOL inh -1.
For Cc1nn(-c2ccc(C(=O)N(C)Cc3ccccc3)cc2)c2c1C(=O)CC(C)(C)C2 the results were mHTT CaM bind 36 and Pf apPOL inh -3.
`COc1ccc(OCc2nc(-c3ccc([N+](=O)[O-])cc3)no2)cc1` gave mHTT CaM bind 2 and Pf apPOL inh 1.
`CN1CCOc2ccc(NC(=O)c3ccno3)cc2C1=O` gave mHTT CaM bind -10 and Pf apPOL inh -8.
`Cc1ccc(C)c(NC(=O)Cn2cnc3c(-c4ccc(F)cc4)csc3c2=O)c1` gave mHTT CaM bind -12 and Pf apPOL inh -1.
Screening [O-]c1n[n+](-c2ccccc2)no1 returned mHTT CaM bind 0.
`Cc1ccc2nc(-c3ccc(NC(=O)c4cnc5n(c4=O)CCS5)cc3)sc2c1` gave mHTT CaM bind -4 and Pf apPOL inh -3.
Screening O=Cc1cn(CC(=O)NCc2ccc3c(c2)OCO3)c2ccc(Br)cc12 returned mHTT CaM bind 13 and Pf apPOL inh -1.

Brought forward from above: three compounds, then new ones.
Screening [O-]c1n[n+](-c2ccccc2)no1 returned mHTT CaM bind 0.
`Cc1ccc2nc(-c3ccc(NC(=O)c4cnc5n(c4=O)CCS5)cc3)sc2c1` gave mHTT CaM bind -4 and Pf apPOL inh -3.
Screening O=Cc1cn(CC(=O)NCc2ccc3c(c2)OCO3)c2ccc(Br)cc12 returned mHTT CaM bind 13 and Pf apPOL inh -1.
`CN1c2ccccc2N(C)C1c1ccc(Cl)cc1` gave mHTT CaM bind 1 and Pf apPOL inh 3.
`Nc1cccc(-c2nc3ccc(-c4ccc5nc(-c6cccc(N)c6)[nH]c5c4)cc3[nH]2)c1` gave mHTT CaM bind 97* and Pf apPOL inh -6.
O=C(c1ccc(OCC2CCCN2C(=O)CCc2ccccc2)cc1)N1CCCC1 (stereo not drawn) was read as mHTT CaM bind 9 and Pf apPOL inh 4.
CC(C)CNC(=O)c1ccc2c(c1)Sc1ncccc1C(=O)N2C1CC1 was read as mHTT CaM bind -3 and Pf apPOL inh -2.
`Cc1noc(C)c1C1CCCN1Cc1cn(-c2ccccc2)nc1-c1cccs1` (stereo not drawn) gave mHTT CaM bind -4 and Pf apPOL inh 5.
For C=CCN(c1ccccc1)S(=O)(=O)c1ccc(F)c(C(=O)Nc2cccc(F)c2)c1 the results were mHTT CaM bind -24 and Pf apPOL inh -7.
For CCOCCc1nnc(NC(=O)C2CC(=O)N(CCc3c[nH]c4ccc(F)cc34)C2)s1 (stereo not drawn) the results were mHTT CaM bind 13 and Pf apPOL inh -2.
CC(C)NC(=O)C1Cc2ccccc2N2CCN(c3ncccn3)CC12 (stereo not drawn) was read as mHTT CaM bind 12 and Pf apPOL inh 6.
CN(C)CCCn1c(N)c(C#N)c2nc(C#N)c(C#N)nc21 was read as mHTT CaM bind 0 and Pf apPOL inh -3.
`O=C(c1cccs1)N1CCCC1c1ccccc1Cl` (stereo not drawn) gave mHTT CaM bind -5 and Pf apPOL inh 0.
Screening O=C1S/C(=C\c2ccc(F)cc2)C(=O)N1CN1CCCCC1 returned mHTT CaM bind -5 and Pf apPOL inh -3.
Screening CCc1ccc(C2CC(c3cccc(Cl)c3)n3nc(N)nc3N2)cc1 (stereo not drawn) returned mHTT CaM bind 12 and Pf apPOL inh 6.
Screening CC(C)NC(=O)N1CCCC(c2cccc(C(=O)N(C)C)c2)C1 (stereo not drawn) returned mHTT CaM bind -14 and Pf apPOL inh -4.
For COc1ccccc1-n1ncc2c([N+](=O)[O-])cc([N+](=O)[O-])cc21 the results were mHTT CaM bind 8 and Pf apPOL inh -9.
`Cc1ccc(Cl)cc1NC(=O)CN(c1cccc([N+](=O)[O-])c1)S(C)(=O)=O` gave mHTT CaM bind 2 and Pf apPOL inh -7.
For O=C(CSc1nnc(CNC(=O)c2cccs2)o1)Nc1cccc(Cl)c1 the results were mHTT CaM bind 0 and Pf apPOL inh 0.
For Cn1c(SCc2c(Cl)cccc2[N+](=O)[O-])nnc1-c1ccccc1 the results were mHTT CaM bind 2 and Pf apPOL inh -2.
CCCCNS(=O)(=O)CC1NCc2cc(F)ccc21 (stereo not drawn) was read as mHTT CaM bind 3 and Pf apPOL inh -14.
Screening CCOC(C)Oc1ccc(Br)cc1 (stereo not drawn) returned mHTT CaM bind -5.
COc1ccc(-c2coc3c(CN4CCCCC4)c(O)ccc3c2=O)cc1 was read as mHTT CaM bind 2 and Pf apPOL inh -10.
COc1ccc(CN2C[C@]3(CO)OC(CO)C[C@@H]3S2(=O)=O)cc1 (stereo partly drawn) was read as mHTT CaM bind -6 and Pf apPOL inh -6.
COc1ccc(NC(=O)CN2CCC(c3nc(-c4cccc(C)c4)no3)CC2)cc1 was read as mHTT CaM bind 7 and Pf apPOL inh 4.
Cc1ccc2nc(C(=O)NCCN3CCOCC3)cn2c1 was read as mHTT CaM bind -5 and Pf apPOL inh -4.
Screening CCCCSCSc1nc(C)cc(C)c1C#N returned mHTT CaM bind -122 and Pf apPOL inh 9.
For COc1ccc(C2c3c(ccc4ccccc34)OC23C(=O)C=Cc2ccccc23)cc1 (stereo not drawn) the results were Pf apPOL inh -4.
O=C(c1cc(F)c(F)cc1Cl)N1CCN(c2ccc([N+](=O)[O-])c3cccnc23)CC1 was read as mHTT CaM bind 50* and Pf apPOL inh -3.
For Cc1cc(C)nc(NS(=O)(=O)c2ccc(NC(=O)C(C)Oc3ccccc3F)cc2)n1 (stereo not drawn) the results were mHTT CaM bind -1 and Pf apPOL inh -1.
Screening COc1ccc(S(=O)(=O)NCc2ccc(Cl)cc2)c2cccnc12 returned mHTT CaM bind -1 and Pf apPOL inh 1.
`COc1ccc(-c2cc(C(=O)N(C)CC(C)C)no2)cc1` gave mHTT CaM bind -13 and Pf apPOL inh -2.
For COc1ccccc1N1CCN(C(=O)c2csc3nc(-c4ccc(F)cc4)cn23)CC1 the results were mHTT CaM bind 32 and Pf apPOL inh 0.
COc1ccc(S(=O)(=O)N(CC(=O)Nc2cccc(C)c2C)c2ccc(C)cc2)cc1OC was read as mHTT CaM bind 16 and Pf apPOL inh -4.
